Source: PubChem BioAssay (National Center for Advancing Translational Sciences (NCATS))
HCMV inh – human cytomegalovirus inhibition; HFF cells, HCMV-luciferase reporter, 72 h; hits give low values; activity change, negative = inhibition, % at 57.5 µM; hit rate 4.5% among 410,000; AID 1259415; in the data active = activity change below about -60%; inconclusive = no clear call, values can overlap the other calls; inactive = above about -39%; note: % is set by controls: 0 for no effect and ±100 for the full control effect
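Luciferase read-out from HCMV-luciferase-infected HFFs (MOI 1 PFU/cell) 72 h post infection at 37C; compounds added after 16 h cell attachment; activity normalized between buffer-only basal and Salinomycin (10uM) inhibitor controls.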
Giardia FBPA inh – inhibitors of Giardia lamblia fructose-1,6-bisphosphate aldolase; purified Giardia FBPA; Potency, µM (highest dose often 59.6 µM), for inactives: top-dose activity, negative = inhibition, most hits filed as inhibitors; hit rate 0.71% among 290,000; AID 2451; note: potency is the fitted concentration of half-maximal effect; % is set by controls: 0 for no effect and ±100 for the full control effect; nearly all actives have a fitted effect of over 55% in size
Target sequence (A8B2U2 whole entry, looked up): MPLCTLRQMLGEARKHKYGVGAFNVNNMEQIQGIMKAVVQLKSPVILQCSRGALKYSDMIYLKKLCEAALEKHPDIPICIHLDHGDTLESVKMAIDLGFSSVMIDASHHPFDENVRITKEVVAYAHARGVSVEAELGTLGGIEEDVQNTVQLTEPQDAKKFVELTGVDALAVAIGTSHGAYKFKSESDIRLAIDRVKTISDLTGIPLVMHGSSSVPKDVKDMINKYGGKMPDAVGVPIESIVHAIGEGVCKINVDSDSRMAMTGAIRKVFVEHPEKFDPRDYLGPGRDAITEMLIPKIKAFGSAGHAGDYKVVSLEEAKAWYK
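Giardia FBPA (40 nM reagent) was preincubated 10 min at RT with compound (up to 57.5 uM final), then substrate plus GAPDH/TPI/NAD/arsenate coupling system with diaphorase/resazurin was added; resorufin fluorescence (525/598 nm) was read after 20 min.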
Shiga toxin inh – inhibitors of Shiga toxin in Vero cells. Vero cells, Shiga toxin protein synthesis inhibition reporter. inhibition, % at 38.7 µM. hit rate 9.2% among 290,000. AID 2315; in the data active = inhibition mostly above about 28%, no sharp cut-off; inactive = mostly below about 43%; note: 0% is about no effect
AmpC inh detg – inhibitors of E. coli AmpC beta-lactamase with detergent; AmpC hydrolysis of nitrocefin, absorbance 480 nm, 0.01% Triton; Potency, µM (highest dose often 114 µM), inactives show top-dose activity change, negative = inhibition, actives largely listed as inhibitors; AID 485294; hit rate 0.041% among 370,000;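 note: potency is the fitted concentration of half-maximal effect; 0% = no-compound wells and -100% = no-enzyme wells; nearly all actives have a fitted effect of over 25% in size; some results filed as inactive show a strong effect at the top dose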
Target sequence (P00811 whole entry, looked up): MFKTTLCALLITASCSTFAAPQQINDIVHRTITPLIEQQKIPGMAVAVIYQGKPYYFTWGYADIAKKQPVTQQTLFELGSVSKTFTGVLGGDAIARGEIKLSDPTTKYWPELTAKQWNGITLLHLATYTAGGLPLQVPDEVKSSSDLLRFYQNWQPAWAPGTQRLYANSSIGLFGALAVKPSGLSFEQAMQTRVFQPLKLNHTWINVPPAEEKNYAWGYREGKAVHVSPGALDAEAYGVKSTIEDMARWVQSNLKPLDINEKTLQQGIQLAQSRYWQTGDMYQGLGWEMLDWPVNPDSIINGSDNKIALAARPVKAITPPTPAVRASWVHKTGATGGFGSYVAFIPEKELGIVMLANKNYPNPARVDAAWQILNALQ
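20 mM phosphate pH 7.0 + 0.01% (detergent screen) or 0.0001% Triton X-100; 5.3 nM AmpC reagent; cpd preinc 15 min RT; nitrocefin (800 uM stock) to start; A480 q20 s × 4 min; Activity was normalised to no-enzyme and no-compound control wells.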
AmpC no deterg – AmpC beta-lactamase inhibition without detergent; P00811; AmpC nitrocefin hydrolysis, absorbance 480 nm, 0.0001% Triton; Potency, µM (titrated, usually from 57.1 µM), for the others: at the highest dose activity change, negative = inhibition, actives largely listed as inhibitors; hit rate 0.52% among 330,000; AID 485341;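 note: potency is the fitted concentration of half-maximal effect; plate controls were no compound for no effect and no enzyme for full effect; nearly all actives have a fitted effect of over 20% in size; some results filed as inactive show a strong effect at the top dose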
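20 mM phosphate pH 7.0 + 0.01% (detergent screen) or 0.0001% Triton X-100; 5.3 nM AmpC reagent; cpd preinc 15 min RT; nitrocefin (800 uM stock) to start; A480 q20 s × 4 min; Activity was normalised to no-enzyme and no-compound control wells.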
AMA1 RON2 block – AMA1-RON2 (P. falciparum) interaction inhibition | Potency, µM (top dose mostly 58.2 µM), without a hit: at the highest dose activity change, negative = inhibition, actives largely listed as inhibitors | AID 720542 | hit rate 0.2% among 360,000 | AlphaScreen AMA1-biotinylated RON2 peptide binding;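 note: potency is the fitted concentration of half-maximal effect; 0% = vehicle wells and -100% = peptide control; nearly all actives have a fitted effect of over 45% in size; some results filed as inactive show a strong effect at the top dose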
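AMA1 (3D7) with his tag at 25 nM final met compounds first, then biotinylated RON2 peptide at 25 nM; detection used donor plus acceptor beads, 10 µg/mL apiece, read by AlphaScreen after 30 min at room temperature.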
CHX counter – counter-screen for Shiga toxin inhibitors: cycloheximide protein synthesis inhibition; cell reporter, cycloheximide protein synthesis inhibition counterscreen; max response, %; hit rate 12% among 300,000; in the data active = max response mostly above about 13%, no sharp cut-off; inactive = mostly below about 14%; note: read at 38.3 µM for the half of the compounds with a filed dose; 0% is about no effect
Active calls of the source: *; & = joins results of further samples; [ ] = dose if it differs, or a comment. Unless noted, calls come from the whole dose curve; as a rule, active = well fitted curve in the direction sought with a large enough effect; inconclusive = small, poorly fitted or top-dose-only effect, or another doubt; inactive = no such curve, though single readings can be large; an effect the other way counts as inactive or inconclusive.

How did CCCNC(=O)Nc1ccc(F)c(Cl)c1 do in these assays?
HCMV inh: -21; Giardia FBPA inh: -4%; Shiga toxin inh: 20; AmpC inh detg: -1%; AmpC no deterg: -47%; AMA1 RON2 block: -2%; CHX counter: 7

Results for CCOc1ccccc1NC(=O)c1cccc(NC(=O)CC(c2ccccc2)c2ccccc2)c1 ?
HCMV inh: inconclusive; Giardia FBPA inh: -7%; Shiga toxin inh: -12; AmpC inh detg: -6%; AmpC no deterg: -37%; AMA1 RON2 block: -9%; CHX counter: 8

What do the screens show for `FC(F)(F)COc1cc(-c2nnc(SCc3ccccc3)n2Cc2ccco2)cc(OCC(F)(F)F)n1`?
HCMV inh: 1; Giardia FBPA inh: -6%; Shiga toxin inh: 15; AmpC inh detg: 11%; AmpC no deterg: -21%; AMA1 RON2 block: -4%; CHX counter: 2

How did CN(C)CCCNC(=S)Nc1ccc(-c2ccccc2)cc1 do in these assays?
HCMV inh: 0; Giardia FBPA inh: 3%; Shiga toxin inh: -5; AmpC inh detg: -6%; AmpC no deterg: -1%; AMA1 RON2 block: -1%; CHX counter: 1

How did C=CCn1c(SCC(C)=O)nnc1-c1ccc2ncccc2c1 do in these assays?
HCMV inh: -6; Giardia FBPA inh: -9%; Shiga toxin inh: -4; AmpC inh detg: 6%; AmpC no deterg: -21%; AMA1 RON2 block: -21%; CHX counter: 10

How did Cc1ccc(N/C=C(\C#N)c2ccc(OCCCF)cc2)cc1 do in these assays?
HCMV inh: 30; Giardia FBPA inh: 1%; Shiga toxin inh: 74; AmpC inh detg: 7%; AmpC no deterg: -27%; AMA1 RON2 block: -15%; CHX counter: 21

How did CCOc1ccc(C(=O)Nc2nccs2)cc1[N+](=O)[O-] do in these assays?
HCMV inh: -1; Giardia FBPA inh: -1%; Shiga toxin inh: 69*; AmpC inh detg: -11%; AmpC no deterg: -16%; AMA1 RON2 block: 95%[activator]; CHX counter: 28*

Results for CC(=O)c1c(C)[nH]c(C(=O)Nc2cc(S(=O)(=O)N(C)C)ccc2C)c1C ?
HCMV inh: 26; Giardia FBPA inh: -20%; Shiga toxin inh: 17; AmpC inh detg: 3%; AmpC no deterg: 10%; AMA1 RON2 block: -16%; CHX counter: 7

What do the screens show for `Cc1ccc(CNC(=O)C2CCC(=O)N(Cc3ccccc3F)C2)s1` (stereo not given)?
HCMV inh: 120; Giardia FBPA inh: 2%; Shiga toxin inh: 15; AmpC inh detg: 3%; AmpC no deterg: 21%; AMA1 RON2 block: 21%; CHX counter: 31*

Results for Cc1c(CCC(=O)O)c(=O)oc2cc(OCc3ccccc3F)ccc12 ?
HCMV inh: -9; Giardia FBPA inh: 14%; Shiga toxin inh: 4; AmpC inh detg: -12%; AmpC no deterg: -17%; AMA1 RON2 block: 3%; CHX counter: 14

What do the screens show for `N#C/C(=C\c1ccc2c(c1)OCCO2)C(=O)Nc1nccs1`?
HCMV inh: -15; Giardia FBPA inh: 10%; Shiga toxin inh: 94*; AmpC inh detg: -9%; AmpC no deterg: 120%[activator]; AMA1 RON2 block: 87%[activator]; CHX counter: 27

What do the screens show for `CC1CCCCC1NC(=O)COC(=O)c1ccc2ncsc2c1` (stereo not given)?
HCMV inh: -12; AmpC inh detg: 0%; AmpC no deterg: -18%; AMA1 RON2 block: -6%

What do the screens show for `CNC(=O)c1cc(OCC(F)(F)F)ccc1OCC(F)(F)F`?
HCMV inh: inconclusive; Giardia FBPA inh: 0%; Shiga toxin inh: -7; AmpC inh detg: inconclusive; AmpC no deterg: -8%[2.29 µM]; AMA1 RON2 block: 0%; CHX counter: -4

What do the screens show for `Cc1cccc(C)c1NC(=O)C1(N(Cc2ccco2)C(=O)Cn2nnnc2N)CCCCC1`?
HCMV inh: -37; Giardia FBPA inh: 7%; Shiga toxin inh: -17; AmpC inh detg: -17%; AmpC no deterg: -49%; AMA1 RON2 block: 2%; CHX counter: -3

How did COc1cccc(/C=N/N2CCN(Cc3ccccc3)CC2)c1O do in these assays?
HCMV inh: 8; Giardia FBPA inh: 4%; Shiga toxin inh: 28; AmpC inh detg: -9%; AmpC no deterg: 15%; AMA1 RON2 block: inconclusive; CHX counter: 24*

What do the screens show for `CNC(=S)N1CCN(C(c2ccccc2)c2ccccc2)CC1`?
HCMV inh: -10; Giardia FBPA inh: 0%; Shiga toxin inh: -3; AmpC inh detg: 5%; AmpC no deterg: 55%; AMA1 RON2 block: 0%; CHX counter: -2

How did C/C(=N\NC(=O)COc1ccc(C(C)(C)C)cc1)c1ccccc1 do in these assays?
HCMV inh: 7; Giardia FBPA inh: -6%; Shiga toxin inh: 18; AmpC inh detg: 0%; AmpC no deterg: -15%; AMA1 RON2 block: 44%[activator]; CHX counter: -2

Results for O=C(NCc1cc2ccccc2[nH]1)c1ccccc1F ?
HCMV inh: -4; Giardia FBPA inh: 17%; AmpC inh detg: -3%; AmpC no deterg: -25%; AMA1 RON2 block: 1%; CHX counter: 38*

What do the screens show for `Oc1cc2c(cc1CN1CCN(c3ccccc3)CC1)CCC2`?
HCMV inh: -13; Giardia FBPA inh: -2%; Shiga toxin inh: 14; AmpC inh detg: -15%; AmpC no deterg: -24%; AMA1 RON2 block: 28%; CHX counter: -2

What do the screens show for `CN1C(=O)c2ccc(NC(=O)CCS(=O)(=O)c3ccccc3)cc2C1=O`?
HCMV inh: 15; Giardia FBPA inh: 1%; Shiga toxin inh: 37; AmpC inh detg: -1%; AmpC no deterg: -13%; AMA1 RON2 block: 13%; CHX counter: 7

Continued, overlapping the part above by 2 compounds.
What do the screens show for `Oc1cc2c(cc1CN1CCN(c3ccccc3)CC1)CCC2`?
HCMV inh: -13; Giardia FBPA inh: -2%; Shiga toxin inh: 14; AmpC inh detg: -15%; AmpC no deterg: -24%; AMA1 RON2 block: 28%; CHX counter: -2

What do the screens show for `CN1C(=O)c2ccc(NC(=O)CCS(=O)(=O)c3ccccc3)cc2C1=O`?
HCMV inh: 15; Giardia FBPA inh: 1%; Shiga toxin inh: 37; AmpC inh detg: -1%; AmpC no deterg: -13%; AMA1 RON2 block: 13%; CHX counter: 7

Results for O=C(NCC1CC1)[C@@H]1C[C@H]1[C@@H](NP(=O)(c1ccccc1)c1ccccc1)c1ccccc1 ?
HCMV inh: -25; Giardia FBPA inh: 4%&3%; Shiga toxin inh: 2; AmpC inh detg: inconclusive; AmpC no deterg: 99%[activator]; AMA1 RON2 block: 13%; CHX counter: 8

Results for CCOc1cc(Br)c(CC(=O)NC2CCCCCC2)cc1OCC ?
HCMV inh: 12; Giardia FBPA inh: -2%; Shiga toxin inh: -5; AmpC inh detg: -4%; AmpC no deterg: 27%; AMA1 RON2 block: -5%; CHX counter: -3

Results for CC(C(=O)Nc1ccc(O)cc1C(=O)O)N1C(=O)/C(=C\c2cccs2)SC1=S (stereo not given) ?
HCMV inh: 3; Shiga toxin inh: -16; AmpC inh detg: -8%; AmpC no deterg: -44%; AMA1 RON2 block: -26%; CHX counter: -5

Results for COc1ccccc1/C=N/OC(=O)c1ccc(F)cc1 ?
HCMV inh: 7; Giardia FBPA inh: 0%; Shiga toxin inh: 8; AmpC inh detg: 0%; AmpC no deterg: -11%; AMA1 RON2 block: 3%; CHX counter: 8

How did O=C(COC(=O)C1CC(=O)N(Cc2ccccc2)C1)Nc1ccc(Cl)cc1F (stereo not given) do in these assays?
HCMV inh: 27; Giardia FBPA inh: 1%; Shiga toxin inh: -9; AmpC inh detg: -10%; AmpC no deterg: 34%; AMA1 RON2 block: 8%; CHX counter: -3

How did Cc1cccc(Nc2nc3c(s2)CCCC3)c1 do in these assays?
HCMV inh: 63; Giardia FBPA inh: -24%; Shiga toxin inh: 122*; AmpC inh detg: 2%; AmpC no deterg: -23%; AMA1 RON2 block: -11%; CHX counter: 68*

How did COc1ccc(CCN2C(=NC(=O)CC(C)C)SC3CS(=O)(=O)CC32)cc1OC (stereo not given) do in these assays?
HCMV inh: 77; Giardia FBPA inh: 1%; Shiga toxin inh: -8; AmpC inh detg: 2%; AmpC no deterg: 71%[activator]; AMA1 RON2 block: 1%; CHX counter: 5

Results for COc1ccc(-c2cc(=O)oc3cc(OC(=O)C4CCCCC4)c(Cl)cc23)cc1 ?
HCMV inh: -91*; Giardia FBPA inh: 1%; Shiga toxin inh: 5; AmpC inh detg: inconclusive; AmpC no deterg: -42%; AMA1 RON2 block: 20%; CHX counter: -5

How did CCc1ccccc1NC(=S)N1CCN(c2cccc(OC)c2)CC1 do in these assays?
HCMV inh: -17; Giardia FBPA inh: -5%; AmpC inh detg: -15%; AmpC no deterg: -12%; AMA1 RON2 block: -16%; CHX counter: 1

What do the screens show for `CCOc1ccc(N2C(=O)/C(=C/c3cccs3)N(CC(=O)OC)C2=S)cc1`?
HCMV inh: 18; Giardia FBPA inh: -3%; Shiga toxin inh: -15; AmpC inh detg: -1%; AmpC no deterg: -22%; AMA1 RON2 block: -8%; CHX counter: 1

Results for Cc1cccc2sc(NC(=O)C3CC3)nc12 ?
HCMV inh: 30; Giardia FBPA inh: 19%; Shiga toxin inh: 40*; AmpC inh detg: -10%; AmpC no deterg: -11%; AMA1 RON2 block: 0%; CHX counter: 23*

How did C=CCNC(=O)/C=C/c1c(F)cccc1Cl do in these assays?
HCMV inh: 19; Giardia FBPA inh: 1%; Shiga toxin inh: 57*; AmpC inh detg: -5%; AmpC no deterg: -25%; AMA1 RON2 block: -9%; CHX counter: 29*

Results for O=C(CCNS(=O)(=O)c1cccc2nonc12)NC1CCCCC1 ?
HCMV inh: -6; Giardia FBPA inh: 5%; Shiga toxin inh: -4; AmpC inh detg: 1%; AmpC no deterg: -16%; AMA1 RON2 block: 0%; CHX counter: 0

Results for Cn1cccc1C(=O)NC(=O)COC(=O)c1cc([N+](=O)[O-])ccc1Cl ?
HCMV inh: -5; Giardia FBPA inh: -5%; Shiga toxin inh: -1; AmpC inh detg: -2%; AmpC no deterg: -52%; AMA1 RON2 block: -18%; CHX counter: -2

How did CCC(C)(C(=O)NC1CCCC1)N(CC1CCCO1)C(=O)c1ccc2c(c1)OCO2 (stereo not given) do in these assays?
HCMV inh: -15; Giardia FBPA inh: 3%; Shiga toxin inh: -6; AmpC inh detg: inconclusive; AmpC no deterg: -6%; AMA1 RON2 block: -5%; CHX counter: -2

Looked up one by one from the list above (2):
Results for COc1ccc(-c2cc(=O)oc3cc(OC(=O)C4CCCCC4)c(Cl)cc23)cc1 ?
HCMV inh: -91*; Giardia FBPA inh: 1%; Shiga toxin inh: 5; AmpC inh detg: inconclusive; AmpC no deterg: -42%; AMA1 RON2 block: 20%; CHX counter: -5

How did CCc1ccccc1NC(=S)N1CCN(c2cccc(OC)c2)CC1 do in these assays?
HCMV inh: -17; Giardia FBPA inh: -5%; AmpC inh detg: -15%; AmpC no deterg: -12%; AMA1 RON2 block: -16%; CHX counter: 1
